Compound activity as filed in PubChem.
Autophagy mod: autophagy modulators in MEF cells, primary screen, imaging, high-content, MEF GFP-LC3. calls only at 10 µM (by protocol). MEF GFP-LC3 puncta imaging; test concentration mostly 10 µM. 0.98% of 190,000 active;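 active means percentage of spot-positive cells more than 3 SD above its plate mean, without a fluorescence outlier flag or 80% toxicity; inconclusive means no clear call, values can overlap the other calls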;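 further: spot-positive cell cutoff set from DMSO-treated cells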
West Nile virus CPE: West Nile virus antiviral activity, cell-based, CPE readout (AID 1621) | West Nile virus-infected cells, CPE inhibition; higher % means a stronger effect | CPE inhibition, % at 10 µM, or IC50 in µM where a hit was titrated | 0.02% of 290,000 active; in the data active means a potency from the dose series; inconclusive means CPE inhibition mostly from about 3.7% at the one dose, without a potency; inactive means the rest, 99 in 100 with CPE inhibition below about 2.2%; further: strong numbers were not always called active
Lipid droplet: inhibitors of hepatocyte lipid droplet formation, primary screen, imaging, high-throughput imaging, BODIPY stain. AID 1656, 2009. 0.4% of 240,000 active. inhibition, % at 6.5 µM. AML12 mouse hepatocytes, oleate lipid droplets;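 active means lipid droplet intensity inhibited by at least 50%, with more than 500 cells counted; inconclusive means wells with under 300 cells, treated as cytotoxic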
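Test system: AML12 hepatocytes (mouse); reagent: oleate loading, 100 µM; dosing: one dose, 6.5 µM compound; incubation: overnight exposure; signal: fluorescence imaging, 20x objective, two fields per well; read-out basis: % inhibition of corrected integrated BODIPY droplet signal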
MT stabilize HCS: microtubule stabilizers in HeLa cells, primary screen, imaging, high-content imaging | HeLa tubulin immunostaining HCS, 24 h; share of cells brighter than vehicle mean+2SD | 0.83% of 200,000 active | % tubulin-high responders, % at 10 µM | AID 2205, 2009;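 active means plate Z-score above 3 for both tubulin-high and condensed-nucleus cell shares, with cell loss under 80%, at 10 µM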;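 further: anti alpha tubulin signal scored within the nucleus-defined area of each cell; some results filed as inactive read as strong as hits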
T cell HTS: modulators of CD8 T cell-vesicle binding, primary screen, mouse 2C CD8+ T cells, flow cytometry; AID 2052, 2009; 0.068% of 330,000 active; calls only at 7 µM; 2C CD8+ T cell-vesicle binding; stronger effect = lower value;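 active means response, share of CD8 T cells binding vesicles, and their 90th percentile fluorescence all below set limits, cut at about 80% in these data, passing the limit was not always enough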
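Material: 2C TCR transgenic mouse naive CD8+ T cells, MACS-purified. Also added: QL9-charged Drosophila Ld/ICAM-1/B7-1 vesicles. Timing: binding 1.5 h at 37 °C. Measured by: high-throughput flow cytometry with anti-B7-1 and anti-CD8 staining. Read-out: percent CD8+ FL2 mean versus row control. Controls: Unloaded micro-vesicles (low), QL9 vesicles with 0.7% DMSO (high).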
bCat nuc transl: modulators of beta-catenin nuclear translocation, primary screen, imaging, HeLa cells, immunofluorescence, high-content; nuclear translocation activity, % at 5 µM; 0.3% of 190,000 active;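 active means nuclear translocation activity above 50% at 5 µM, with a well cell count of 50 or more; inconclusive means wells under 50 cells across six images, flagged as toxic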;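 further: per-cell ratio of nuclear to cytoplasmic median beta-catenin stain intensity; plate controls were DMSO negative control for no effect and GSK-3 inhibitor IX positive control for full effect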
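Test system: human HeLa cell line; Doses: 5 µM primary, 0.02–20 µM confirmation; Incubation: 24 h compound exposure, 37°C; Detection: beta-catenin immunofluorescence imaging with DAPI; Read-out: beta-catenin nuclear/cytoplasmic ratio, % activation.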
Ins promoter up: insulin promoter activators in MIN6 cells, imaging, high-content screening, mouse beta cells; z-score at 5 µM; 0.3% of 190,000 active; MIN6 insulin promoter-GFP reporter; stronger effect = higher value;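 active means z-score above 3 at 5 µM with at least 500 cells counted in the well; inconclusive means wells under 500 cells, flagged as cytotoxic or low count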
Myeloid diff 2: induction of myeloid progenitor differentiation, primary screen, cell-based, flow cytometry, MLPCN library; calls only at 10 µM; AID 624256, 2012; ER-HoxA9 myeloid progenitors, lysozyme-GFP differentiation; 1% of 360,000 active;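 active means normalized GFP-positive differentiation at or above the plate's own cutoff, the solvent-only control mean plus 3 SD; inconclusive means no clear call, values can overlap the other calls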;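 further: cells exposed to compound for four days before flow analysis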
WT yeast gro inh: growth inhibition of WT strain, primary screen, mitochondrial fusion inhibitor project, WT and mutant strains, chemical genetic | mitochondrial fusion phenotypic screen | 2.1% of 190,000 active | inhibition, % at 10 µM; in the data active means inhibition above about 58%; tested in S. cerevisiae
WT yeast gro inh mutant strain: also measured in WT yeast gro inh; calls as there; inhibition, %; mitochondrial fusion phenotypic screen, mutant strain inhibition
Ins promoter up cell count: also measured in Ins promoter up; calls as there; cell count; measured here: cytotoxicity, nuclei count;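 total cells summed across four imaged fields per well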
Lipid droplet cells 6.5 µM: second read-out of Lipid droplet, no call of its own (marks repeat the call); cell count; measured here: cell count, cytotoxicity flag;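 cells counted across two imaged fields per well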
bCat nuc transl cell count 5 µM: also measured in bCat nuc transl; calls as there; cell count; measured here: cell count, cytotoxicity flag
T cell HTS vesicle-bound %: recorded beside T cell HTS, whose call it bears; double positive events, %; measured here: CD8+ vesicle-bound cell fraction;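 binding gate set so that unloaded-vesicle control wells show 10% double positive cells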
MT stabilize HCS Hoechst-high %: recorded beside MT stabilize HCS, whose call it bears; % Hoechst-high responders; measured here: nuclear condensation Hoechst responders;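 share of cells brighter than vehicle mean plus two SD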
MT stabilize HCS cytotoxicity %: second read-out of MT stabilize HCS, no call of its own (marks repeat the call); toxicity, %; measured here: cytotoxicity by cell density;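 0% = mean cell density of plate MIN control wells and 100% = no cells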
Autophagy mod cell loss 18 h: further read-out of Autophagy mod, marked with its call; toxicity, %; measured here: cell loss, nuclei count;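 cell loss after 18 h compound exposure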
Myeloid diff 2 GFP+ MAC1+ %: second read-out of Myeloid diff 2, no call of its own (marks repeat the call); GFP+ MAC1+ double positive, %; measured here: differentiation confirmed by MAC1 staining
Active calls of the source: *; i = inactive; ? = inconclusive; nt = not tested or not shown; + = active, no number; & = joins results of further samples; ! = not confirmed by another sample.

SMILES	Autophagy mod	Autophagy mod cell loss 18 h	West Nile virus CPE	Lipid droplet	Lipid droplet cells 6.5 µM	MT stabilize HCS	MT stabilize HCS Hoechst-high %	MT stabilize HCS cytotoxicity %	T cell HTS	T cell HTS vesicle-bound %	bCat nuc transl	bCat nuc transl cell count 5 µM	Ins promoter up	Ins promoter up cell count	Myeloid diff 2	Myeloid diff 2 GFP+ MAC1+ %	WT yeast gro inh	WT yeast gro inh mutant strain
O=[N+]([O-])c1ccc(N2CCN(c3ccc(F)cc3)CC2)cn1	nt	nt	-0.6%	-18.3	829	nt	nt	nt	i	24.8	nt	nt	nt	nt	i	0.5	nt	nt
Cn1c(N)c(C(=O)CN2CCc3ccccc3C2)c(=O)n(C)c1=O	i	1.3	-0.1%	-4.4	655	2.5	2.1	8.0	i	35.8	-3.6	1136	-0.27	1492	i	0.6	0.4	1.7
CCS(=O)(=O)c1ccc(C(=O)Nc2ccccc2)c(Cl)c1Cl	i	39.1	-0.1%	nt	nt	2.4	0.8	3.1	i	28.1	0.3	1355	0.78	1143	i	1.5	14.8	2.9
CCN1C(=O)c2cccc3c(NC(=O)c4cccc(N5C(=O)CCC5=O)c4)ccc1c23	i	21.9	nt	nt	nt	3.8	3.7	7.4	i	5.1	0.1	1407	0.95	1424	nt	nt	7.8	1.4
O=C(COC(=O)c1ccccc1NC(=O)c1ccco1)NC1CC1	i	11.7	0.5%	-20.3	684	3.4	2.8	4.1	i	5.6	2.6	957	0.66	1140	i	0.2	5.5	-1.7
O=C(Nc1cccc([N+](=O)[O-])c1)C(=O)N1CCCCC1	i	23.2	-1.0%	-32.0	500	2.4	1.7	11.0	i	39.9	0.4	909	0.24	1640	i	0.4	-5.6	-2.7
Cc1cc(NC(=O)/C(C#N)=C/c2ccco2)n(-c2ccccc2)n1	i	5.6	-0.8%	-2.9	626	4.8	3.2	5.8	i	54.3	-1.3	1136	0.1	1491	i	1.0	1.1	23.6
CN1CCN(CCCN2c3ccccc3Sc3ccc(C(F)(F)F)cc32)CC1	i	8.9	14.3%	-8.8	672	3.4	4.2	8.4	i	20.1	-2.2&0.5	536&1000	-0.49	1376	i	3.8	92.6*!	92.1*!
COCCn1c(=NC(=O)CSCC(=O)N2CCOCC2)sc2cc(C)ccc21	nt	nt	-0.1%	-1.2	706	nt	nt	nt	i	4.6	nt	nt	nt	nt	i	0.7	nt	nt
CCC(C)(C)NC(=O)C(c1cccc(OC)c1OC)N(CCOC)C(=O)CCC(=O)Nc1cc(C)on1 (stereo not drawn)	nt	nt	-0.9%	-14.8	805	nt	nt	nt	i	31.7	nt	nt	nt	nt	i	6.6	nt	nt
O=C1/C(=C\c2ccccn2)SC(=S)N1c1ccc(S(=O)(=O)Nc2nccs2)cc1	nt	nt	-0.1%	-1.2	616	nt	nt	nt	i	34.1	5.6	1259	0.16	1033	i	0.6	nt	nt
O=C(Nc1ccc(N2CCN(C(=O)c3ccc(Cl)cc3)CC2)cc1)c1ccc(Br)o1	i	0.9	0.1%	9.9	735	1.9	0.0	54.3	i	1.2	nt	nt	nt	nt	i	0.6	nt	nt
CCOC(=O)N1CCC(NC(=O)c2cc(C)c3c(C)nn(-c4ccccc4)c3n2)CC1	i	9.1	-0.9%	nt	nt	1.6	2.1	14.9	nt	nt	-1.9	978	-0.59	1360	i	0.7	8.6	14.3
CCOC(=O)c1c(=O)n(O)c2ccc(C)cc2[n+]1[O-]	i	3.4	0.6%	nt	nt	3.5	2.3	5.6	i	31.8	nt	nt	nt	nt	i	2.1	-3.1	-1.2
CC(=O)c1cc(C)ccc1OC(=O)c1ccco1	i	13.9	0.3%	5.5	669	5.6	3.6	3.1	i	51.2	-1.4	1156	0	1825	i	8.0	2.5	3.1
Cc1c(CCC(=O)O)c(=O)oc2cc3oc4c(c3cc12)CCCC4	nt	nt	0.1%	-7.9	713	nt	nt	nt	i	32.5	0.0	1298	0	1048	i	0.5	nt	nt
CC1CCCCN1S(=O)(=O)c1cccc(S(=O)(=O)N2CCOCC2)c1 (stereo not drawn)	nt	nt	0.1%	-0.4	611	nt	nt	nt	i	48.6	-0.7	1316	0.13	1018	i	0.2	nt	nt
CN(C)C(CNC(=O)c1ccc(S(=O)(=O)Nc2ccccc2F)cc1)c1ccccc1 (stereo not drawn)	nt	nt	-0.4%	-9.1	845	nt	nt	nt	i	13.9	nt	nt	nt	nt	?	nt	nt	nt
CCc1cc[n+](-c2nc([O-])sc2C=O)cc1	i	0.6	-0.1%	nt	nt	2.2	1.5	8.2	i	43.8	-3.0	992	-0.01	1472	i	0.2	-10.3	-0.3
C=CCn1c(CCc2ccccc2)nnc1SCC(=O)OC	nt	nt	-1.0%	0.5	814	nt	nt	nt	i	66.3	nt	nt	nt	nt	i	0.2	nt	nt
Cc1c(C(=O)C(=O)N2CCN(C)CC2)c2ccccc2n1C	i	-12.7	0.2%	-0.5	679	2.4	1.5	0.1	i	13.2	-4.6	1101	1.11	1619	i	0.5	-6.9	-24.7
CN1CCN(c2nc(-c3ccncc3)nc3ccccc23)CC1	i	0.1	1.0%	9.8	782	1.7	2.4	7.2	i	43.1	nt	nt	0.23	1315	i	0.3	-5.5	-13.7
O=C1C2CCCN2C(=O)N1CCCN1CCN(c2ccc([N+](=O)[O-])cc2)CC1 (stereo not drawn)	nt	nt	-0.6%	-3.0	768	nt	nt	nt	i	58.3	nt	nt	nt	nt	i	0.4	nt	nt
COc1ccc(Oc2ccc(C(F)(F)F)cc2NC(=O)CC(CC(=O)O)c2ccccc2)cc1 (stereo not drawn)	nt	nt	-0.1%	1.5	737	nt	nt	nt	i	10.7	nt	nt	nt	nt	i	0.3	nt	nt
CCOc1ccc(N(C)C(=O)CCc2nnc3ccc(NCc4ccco4)nn23)cc1	nt	nt	0.0%	-2.5	751	nt	nt	nt	i	13.4	nt	nt	nt	nt	?	nt	nt	nt
CC(C)(C)N(NC(=O)OCc1ccccc1)C(=O)c1ccccc1Cl	i	3.1	-0.7%	8.9	687	1.7	1.5	8.6	i	37.5	-1.8	1067	-0.02	1354	i	0.6	8.0	12.8
N#CCCCSc1nnc(-c2ccc(Cl)cc2)n1-c1ccccc1	i	-6.0	-0.5%	nt	nt	1.9	4.4	5.1	i	24.3	1.8	755	-0.11	1209	i	3.8	-0.7	-3.5
CCOC(=O)C1CCN(C(=O)COc2ccc(S(=O)(=O)NC(C)(C)C)cc2)CC1	i	2.8	0.4%	14.5	742	1.6	1.9	6.0	i	8.1	nt	nt	-0.81	1278	i	0.8	-16.3	-18.8
COc1ccc(C(C(=O)NCC2CCCO2)N(Cc2cccs2)C(=O)c2snc(C(N)=O)c2N)cc1OC (stereo not drawn)	nt	nt	1.0%	10.7	855	nt	nt	nt	i	42.8	nt	nt	nt	nt	i	0.1	nt	nt
CC1CCN(CCC(=O)Nc2ccc(F)c(F)c2)CC1	nt	nt	-0.8%	-6.4	812	nt	nt	nt	i	57.8	nt	nt	nt	nt	i	0.8	nt	nt
COc1cc(OC)c(OC)cc1NC(=O)CC1COc2ccccc2O1 (stereo not drawn)	i	-3.8	0.4%	-2.4	715	4.7	1.7	3.6	i	44.0	7.2	425	nt	nt	i	0.6	-11.8	-8.6
COc1ccc(Cl)cc1NS(=O)(=O)c1ccc(S(=O)(=O)N2CCCC2)cc1	i	-5.1	0.9%	nt	nt	4.6	2.2	5.9	i	13.6	-8.8	914	-0.26	1611	i	7.2	21.1	7.7
O=C(NN=C1CCCC1)c1cc(-c2ccccc2)n[nH]1	i	-3.3	0.5%	-3.7	688	2.8	1.7	2.3	i	28.7	-3.0	1112	0.98	1439	i	0.8	3.5	-9.8
COc1ccc(C2=NN(CC(=O)NCc3ccco3)C(=O)CC2)cc1	i	9.3	0.1%	9.6	680	5.6	1.6	2.7	i	57.9	-2.9	1074	0.89	1409	i	0.6	8.2	9.8
c1ccc(CC2CCN(c3nnnn3-c3ccccc3)CC2)cc1	i	4.1	nt	-39.7	690	2.1	2.6	11.1	i	38.5	0.1	1025	-0.01	1823	i	0.3	61.5*	5.3*
O=C(CCS(=O)(=O)c1ccc(Br)cc1)N1CCN(c2ccccc2)CC1	+	19.4*	-0.3%	-16.9	747	5.2	1.6	8.9	i	34.7	-0.4	937	0.26	1238	i	0.3	1.1	-2.0
Cc1cc(C)n(C(=O)c2ccc(Cl)c(F)c2F)n1	i	3.8	0.4%	2.4	681	2.4	1.9	10.1	i	5.4	-0.1	1492	0.61	1495	i	0.1	-18.8	-11.3
COc1ccc(/C=C2\CCC(C3CCCC3)C2=O)c(OC)c1OC (stereo not drawn)	nt	nt	-2.3%	0.7	852	nt	nt	nt	i	10.8	nt	nt	nt	nt	?	nt	nt	nt
N/C(Cc1ccc(Cl)cc1Cl)=N\OC(=O)c1cccs1	i	-22.3	0.4%	-15.1	585	2.5	1.8	7.0	i	11.5	1.6	1163	-0.91	1841	i	0.8	29.0	57.7
